# Assay outcomes as filed in PubChem BioAssay.
# All columns: NCI-60 one-dose screen, growth in % after 48 h at 10 µM unless noted; 100 = growth as untreated, 0 = no growth, -100 = all killed.
# IGROV1 – IGROV1 ovarian cancer; hit rate 4.7% among 79,000; AID 1794786
# NCI-H23 – NCI-H23 lung cancer; hit rate 4% among 80,000; AID 1794731
# OVCAR-4 – OVCAR-4 ovarian cancer cells; hit rate 3.7% among 80,000
# NCI-H226 – NCI-H226 lung cancer | hit rate 3.5% among 79,000
# NCI-H460 – NCI-H460 lung cancer | hit rate 6.8% among 82,000 | AID 1794736
# NCI-H522 – NCI-H522 lung cancer. hit rate 8% among 78,000
# NCI/ADR-RES – NCI/ADR-RES ovarian cells. hit rate 4.4% among 81,000. AID 1794790
# SK-OV-3 – SK-OV-3 ovarian cancer cells; hit rate 3.2% among 80,000
# NCI-H322M – NCI-H322M lung cancer; hit rate 2.7% among 80,000; AID 1794733
# Starred values were filed as active, the others as inactive; x = no result given. Rule for the calls: active = growth percent below 10; inactive = the rest. No enrichment for hits; any-hit rate near 11%.
# The first 14 compounds, ahead of the listing:
# Values in the order – NCI-H226	NCI-H322M	OVCAR-4	NCI-H460	NCI-H522	SK-OV-3	NCI/ADR-RES	NCI-H23	IGROV1
- O=C(O)C1=C2C(=O)Nc3cccc(c32)C2(C1)C(=O)Nc1ccccc12 (stereo unspecified)
  98	95	x	111	94	x	99	94	105
- CC(=O)Nc1nc(-c2ccc(Cl)c(O)c2)c(-c2ccnc(NCCCNS(=O)(=O)c3ccc(O)cc3)n2)s1
  103	94	108	90	68	108	106	105	102
- Cc1cc(Nc2cc(N)ncn2)c(=O)n2c1C(=O)NC21CCCCC1
  x	94	108	103	90	111	105	101	111
- Fc1ccc(C(F)(F)F)cc1-n1cc(-c2ccc(Br)cc2)oc1=Nc1ccc(Nc2ncnc3sc4c(c23)CCCC4)cc1
  86	97	100	99	76	89	99	91	81
- C=CC(=O)Nc1cccc(-c2nc(SC)nc(NCCC)c2C#N)c1
  75	90	87	99	72	93	81	91	83
- COc1ccc(-c2csc(NS(=O)(=O)C3C(=O)ON=[N+]3c3ccc(C)cc3)n2)cc1 (stereo unspecified)
  102	95	98	115	100	108	101	94	94
- O=C(O)CCCCCN1C(=O)CSC1=S
  116	102	110	103	97	119	113	113	107
- O=C1/C(=C/C=C/c2ccco2)SC(=S)N1C1CCCCC1
  105	97	95	96	76	104	99	91	101
- COc1ccc(/C=C/c2nc(N3CCOCC3)c3nc(F)c(F)cc3n2)cc1OC
  90	102	102	105	90	102	103	93	77
- CCCCN(CCNc1ccc(C)c2sc3ccccc3c(=O)c12)CC(C)O (stereo unspecified)
  97	93	90	102	69	96	82	81	69
- CC(=O)Cc1cc(-c2cc(CC(C)=O)[nH]n2)n[nH]1
  99	96	101	105	96	91	97	102	104
- O=S(=O)(OCCCCCCCCCCOS(=O)(=O)c1ccc(F)cc1)c1ccc(F)cc1
  83	99	92	92	61	99	97	92	86
- CCOc1ccc2sc(NS(=O)(=O)c3ccc(N)cc3)nc2c1
  95	109	105	104	115	101	113	104	96
- CC/C(=N/O)c1ccc(O)cc1O
  100	104	108	104	99	113	x	107	109

# The list itself (from the top)
# Values in the order – NCI-H226	NCI-H322M	OVCAR-4	NCI-H460	NCI-H522	SK-OV-3	NCI/ADR-RES	NCI-H23	IGROV1
- O=C(O)C1=C2C(=O)Nc3cccc(c32)C2(C1)C(=O)Nc1ccccc12 (stereo unspecified)
  98	95	x	111	94	x	99	94	105
- CC(=O)Nc1nc(-c2ccc(Cl)c(O)c2)c(-c2ccnc(NCCCNS(=O)(=O)c3ccc(O)cc3)n2)s1
  103	94	108	90	68	108	106	105	102
- Cc1cc(Nc2cc(N)ncn2)c(=O)n2c1C(=O)NC21CCCCC1
  x	94	108	103	90	111	105	101	111
- Fc1ccc(C(F)(F)F)cc1-n1cc(-c2ccc(Br)cc2)oc1=Nc1ccc(Nc2ncnc3sc4c(c23)CCCC4)cc1
  86	97	100	99	76	89	99	91	81
- C=CC(=O)Nc1cccc(-c2nc(SC)nc(NCCC)c2C#N)c1
  75	90	87	99	72	93	81	91	83
- COc1ccc(-c2csc(NS(=O)(=O)C3C(=O)ON=[N+]3c3ccc(C)cc3)n2)cc1 (stereo unspecified)
  102	95	98	115	100	108	101	94	94
- O=C(O)CCCCCN1C(=O)CSC1=S
  116	102	110	103	97	119	113	113	107
- O=C1/C(=C/C=C/c2ccco2)SC(=S)N1C1CCCCC1
  105	97	95	96	76	104	99	91	101
- COc1ccc(/C=C/c2nc(N3CCOCC3)c3nc(F)c(F)cc3n2)cc1OC
  90	102	102	105	90	102	103	93	77
- CCCCN(CCNc1ccc(C)c2sc3ccccc3c(=O)c12)CC(C)O (stereo unspecified)
  97	93	90	102	69	96	82	81	69
- CC(=O)Cc1cc(-c2cc(CC(C)=O)[nH]n2)n[nH]1
  99	96	101	105	96	91	97	102	104
- O=S(=O)(OCCCCCCCCCCOS(=O)(=O)c1ccc(F)cc1)c1ccc(F)cc1
  83	99	92	92	61	99	97	92	86
- CCOc1ccc2sc(NS(=O)(=O)c3ccc(N)cc3)nc2c1
  95	109	105	104	115	101	113	104	96
- CC/C(=N/O)c1ccc(O)cc1O
  100	104	108	104	99	113	x	107	109
- COc1cccc(NC(C)=O)c1
  104	99	102	109	97	99	104	93	105

# New compounds follow
# Values in the order – NCI-H226	NCI-H322M	OVCAR-4	NCI-H460	NCI-H522	SK-OV-3	NCI/ADR-RES	NCI-H23	IGROV1
- CCCCCCCC/C=C\CCCCCCCCOc1cccc(CC(=O)NCC[N+]2(C)CCCC2)c1
  x	100	77	54	69	x	108	76	-16*
- O=C(OCc1ccc2c(Br)cc(Br)c(O)c2n1)c1cc2ccccc2[nH]1
  -67*	52	-21*	-39*	-74*	69	-55*	-27*	-91*
- CCOc1ccc(NC(=O)C2=C(C)NC(C)=C(C(=O)Nc3ccc(OCC)cc3)C2c2cccc([N+](=O)[O-])c2)cc1
  78	88	78	83	75	91	90	89	64
- O=c1[nH]c2ccc(I)cc2c(=O)n1O
  93	99	105	105	93	100	101	91	98
- c1cc(-c2nnc(Nc3ccc4c(c3)OCO4)o2)[nH]n1
  x	x	103	105	89	111	94	91	98
- COc1ccc(C(C(=O)O)c2ccc(OC)cc2)cc1
  104	121	103	117	106	116	117	113	118
- NS(=O)(=O)c1ccc(-n2cc(-c3cccc(NC(=O)Nc4cccc(C(F)(F)F)c4)c3)nn2)cc1
  93	97	98	104	107	108	101	96	97
- c1ccc(CN(Cc2ccccc2)c2ccccc2)cc1
  97	104	101	102	x	106	108	97	102
- C[C@H](c1nc2ccc(C(=O)O)cc2[nH]1)[C@H]1CC[C@H]2[C@@H]3CCC4=CC(=O)CC[C@]4(C)[C@H]3CC[C@]12C
  95	101	113	104	95	108	95	96	96
- CC(=O)c1c(O)c(C)c(O)c2c1OC1=Cc3c(c(C)nn3C)C(=O)C12C (stereo unspecified)
  90	91	80	88	72	114	x	85	61
- S=C(S)NCCN1CCNC1=S
  105	112	97	107	97	106	101	105	101
- O=C1/C=C/[C@@H](O)[C@@H]2C[C@@H](O)C[C@H]2/C=C/CCC[C@H](CCO)O1
  -39*	29	28	16	-12*	31	6.0*	10	18
- CCN1CCN(c2ccc(NC(=O)Nc3ccc(-c4cc(C(=O)NC)c5ncccc5n4)cc3)cc2C(F)(F)F)CC1
  -62*	-100*	-100*	-100*	-93*	-89*	-65*	-99*	-98*
- Clc1ccc(-c2cc(-n3nnnc3-c3ccccc3)no2)cc1
  101	106	106	105	95	90	100	97	106
- Cc1c(Cl)cc(N2C(=O)c3cccc4cccc(c34)C2=O)cc1Cl
  117	94	98	110	95	99	108	101	96

# (cont.)
# Values in the order – NCI-H226	NCI-H322M	OVCAR-4	NCI-H460	NCI-H522	SK-OV-3	NCI/ADR-RES	NCI-H23	IGROV1
- O=C(c1cc(-c2ccccc2)nc2ccccc12)N1N=C(c2ccc(Cl)cc2)CC1c1cc(-c2ccccc2)nn1-c1ccccc1 (stereo unspecified)
  95	88	84	102	79	72	93	84	84
- COc1ccc(N/C=C/C2=[N+](C)c3ccccc3C2(C)C)c(OC)c1
  83	102	92	96	90	91	93	80	106
- CC1(C)CCC(S(=O)(=O)c2ccc3c(c2)/C(=N\O)c2cc(S(=O)(=O)N4CCN(c5ccc(F)cc5O)CC4)ccc2-3)CC1
  -57*	-47*	-94*	-78*	-83*	-99*	-3.4*	-77*	-38*
- COC1O[C@@H]2O[C@]3(C)CC[C@H]4[C@H](C)CC[C@@H]([C@H]1C)[C@@]24OO3 (stereo partly specified)
  106	x	101	108	x	103	106	97	113
- Cc1cccc2c(C(=O)O)cc(-c3ccc(Cl)cc3)nc12
  91	96	106	100	89	93	113	103	86
